Screening data: PubChem, Broad Institute
IDH1 R132H inh = blocks human IDH1 R132H reductase activity. inhibition, % at 10 µM. AID 624101. 70,000 compounds, 0.18% hits. diaphorase/resazurin fluorescence, 60 min; in the data active means inhibition above about 34%;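 further: 0% = DMSO and 100% = no enzyme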
PRC2 inh = blocks human EZH2/PRC2 H3K27 methylation; Q15910; DELFIA TRF, 1 h; inhibition, % at 12.5 µM; 57,000 compounds, 0.35% hits;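 active means mean inhibition of replicates at least 50% and every single replicate also reaching 50%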;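 further: dimethyl H3K27 on biotinylated H3 21-44 peptide detected by antibody; plate controls were median neutral control wells for no effect and median positive control wells for full effect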
* = called active by the depositor; / = not tested or not shown; & = joins results of further samples. Some of the compounds tested; rates above refer to the full screens.

SMILES | IDH1 R132H inh | PRC2 inh
CC(=O)c1cccc(NC(=O)CN(c2cc(Cl)c(Cl)cc2Cl)S(C)(=O)=O)c1 | 0.0 | 0.5
CC(C)(C)SCCNc1nc(Sc2ccc(Cl)cc2)nc(N2CCSCC2)n1 | 0.2 | -2.3
C[C@@H]1CN([C@H](C)CO)C(=O)c2cc(NS(C)(=O)=O)ccc2O[C@H]1CN(C)C(=O)Nc1cccc2ccccc12 | -0.1 | 3.3
COc1ccc(NC(=O)Nc2ccc3c(c2)C(=O)N([C@@H](C)CO)C[C@@H](C)[C@H](CN(C)S(=O)(=O)c2ccc(C)cc2)OCCCC[C@@H](C)O3)cc1 | 3.0 | /
CC(=O)N(C)C[C@H]1Oc2cc(C#Cc3ccncc3)ccc2S(=O)(=O)N([C@H](C)CO)C[C@H]1C | 1.3 | -11.2
C[C@H]1CN([C@@H](C)CO)C(=O)c2cc(C#CC(C)(C)O)cnc2O[C@H]1CN(C)Cc1cccc(F)c1 | -1.0 | 9.9
Cc1ccnc(SCC(=O)Nc2oc(-c3ccccc3)c(-c3ccccc3)c2C#N)n1 | 0.0 | /
O=C(C1=C[C@@H](c2ccccc2)C[C@@H](OCc2ccc(CO)cc2)O1)N1CCN(Cc2ccc3c(c2)OCO3)CC1 | / | 13.3&-6.6
CC(C)NC(=O)N(C)C[C@H]1OCCCC[C@@H](C)Oc2ccc(NC(=O)C3CCCCC3)cc2C(=O)N([C@H](C)CO)C[C@H]1C | / | -2.7
C[C@H](CO)N1C[C@H](C)[C@@H](CN(C)S(=O)(=O)c2ccccc2)Oc2ccc(NS(=O)(=O)c3cn(C)cn3)cc2C1=O | -2.3 | /

4 entries picked at random from those above, as already listed:
SMILES | IDH1 R132H inh | PRC2 inh
COc1ccc(NC(=O)Nc2ccc3c(c2)C(=O)N([C@@H](C)CO)C[C@@H](C)[C@H](CN(C)S(=O)(=O)c2ccc(C)cc2)OCCCC[C@@H](C)O3)cc1 | 3.0 | /
CC(=O)c1cccc(NC(=O)CN(c2cc(Cl)c(Cl)cc2Cl)S(C)(=O)=O)c1 | 0.0 | 0.5
Cc1ccnc(SCC(=O)Nc2oc(-c3ccccc3)c(-c3ccccc3)c2C#N)n1 | 0.0 | /
O=C(C1=C[C@@H](c2ccccc2)C[C@@H](OCc2ccc(CO)cc2)O1)N1CCN(Cc2ccc3c(c2)OCO3)CC1 | / | 13.3&-6.6

Next section.
SMILES | IDH1 R132H inh | PRC2 inh
CNC[C@@H]1Oc2cc(C#Cc3ccncc3)ccc2S(=O)(=O)N([C@H](C)CO)C[C@H]1C | 3.1 | 2.4
COc1ccc(S(=O)(=O)N(C)C[C@@H]2Oc3ccc(NC(=O)Cc4cn(C)c5ccccc45)cc3CC(=O)N([C@H](C)CO)C[C@@H]2C)cc1 | -5.0 | /
CC(C)NC(=O)N(C)C[C@H]1OCCCC[C@@H](C)Oc2ccc(NC(=O)CCC(F)(F)F)cc2C(=O)N([C@H](C)CO)C[C@@H]1C | 1.1 | -12.9
COc1ccc(NC(=O)Nc2ccc3c(c2)C(=O)N([C@H](C)CO)C[C@H](C)[C@@H](CN(C)Cc2ccc(C(=O)O)cc2)OCCCC[C@@H](C)O3)cc1 | 0.5 | /
CCCNC(=O)N(C)C[C@@H]1Oc2ncc(C3=CCCC3)cc2C(=O)N([C@@H](C)CO)C[C@H]1C | 5.1 | 3.4

Compound profiles, as listed above. Screens in order: IDH1 R132H inh	PRC2 inh
Listed for CC(C)NC(=O)N(C)C[C@H]1OCCCC[C@@H](C)Oc2ccc(NC(=O)CCC(F)(F)F)cc2C(=O)N([C@H](C)CO)C[C@@H]1C = 1.1	-12.9
Listed for CNC[C@@H]1Oc2cc(C#Cc3ccncc3)ccc2S(=O)(=O)N([C@H](C)CO)C[C@H]1C = 3.1	2.4
